# Bim-Bcl-W – disrupts Bim peptide binding to human Bcl-W; Q92843; bead-based flow cytometry; inhibition, % at 10 µM; 0.02% of 190,000 active; AID 952;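 further: 0% = bound tracer without compound and 100% = peptide blocker; higher means less fluorescent Bim peptide bound to Bcl-W beads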
# Target sequence (Q92843 whole entry, looked up): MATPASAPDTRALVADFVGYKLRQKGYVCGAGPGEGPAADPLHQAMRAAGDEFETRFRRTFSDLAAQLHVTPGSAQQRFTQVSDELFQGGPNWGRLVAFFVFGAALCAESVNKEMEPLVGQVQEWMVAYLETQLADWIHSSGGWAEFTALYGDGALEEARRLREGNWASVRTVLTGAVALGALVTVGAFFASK
# RGS8-Gao reg – regulators of human RGS8-Galphao interaction. multiplexed bead flow cytometry, RGS8-Galphao binding; actives lie on both sides. response (percent of control binding), % at 10 µM. P09471. 0.34% of 220,000 active; in the data active means response below about 60% or above about 140%; inactive means in between;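 further: Galphao activated as the GDP aluminium fluoride complex binding bead-coupled RGS8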
# Target sequence (P09471 whole entry, looked up): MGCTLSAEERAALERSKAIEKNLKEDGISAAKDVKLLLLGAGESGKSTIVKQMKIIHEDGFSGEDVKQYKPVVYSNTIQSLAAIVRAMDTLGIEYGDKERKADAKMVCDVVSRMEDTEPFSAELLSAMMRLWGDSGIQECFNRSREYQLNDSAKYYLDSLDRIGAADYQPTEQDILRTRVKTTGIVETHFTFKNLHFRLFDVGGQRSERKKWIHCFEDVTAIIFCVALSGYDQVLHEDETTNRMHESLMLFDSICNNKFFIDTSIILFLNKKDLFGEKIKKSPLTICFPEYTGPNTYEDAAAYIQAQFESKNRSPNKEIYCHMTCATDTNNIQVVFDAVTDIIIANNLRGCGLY
# Bim-Bfl-1 – human Bim-Bfl-1 interaction inhibition; Q16548; Bead-based flow cytometry, Bim-Bfl-1 binding inhibition; inhibition, % at 10 µM; 0.12% of 190,000 active; AID 1008;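 further: 0% = wells without compound plus tracer and 100% = blocker peptide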
# Bcl-XL Bim block – human Bim-Bcl-XL interaction inhibition; Q07817; Bim peptide-Bcl-XL binding, bead flow cytometry, fluorescence; inhibition, % at 10 µM; 0.04% of 190,000 active; AID 1007
# Target sequence (Q07817 whole entry, looked up): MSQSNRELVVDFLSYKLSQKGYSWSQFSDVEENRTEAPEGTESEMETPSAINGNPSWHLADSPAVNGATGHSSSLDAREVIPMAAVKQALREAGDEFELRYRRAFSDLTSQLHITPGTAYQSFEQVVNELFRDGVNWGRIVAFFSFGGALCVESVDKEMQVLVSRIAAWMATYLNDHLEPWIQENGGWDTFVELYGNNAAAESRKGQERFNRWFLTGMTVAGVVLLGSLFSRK
# Mcl1-Bid inh – disrupts binding of human Mcl-1 to Bid peptide. inhibition, % at 21.7 µM. AID 1021. 0.97% of 220,000 active. Q07820. TR-FRET Mcl-1/Bid-Dy647 peptide binding, 1536-well;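 active means compounds that cut the binding signal by more than half at the single screening dose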;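 further: His-tagged Mcl-1 with europium anti-His antibody binding Bid BH3 peptide; 0% = Mcl-1 plus peptide wells and 100% = peptide-only wells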
# Mcl-1 Bim block – human Bim-Mcl-1 interaction inhibition | 0.1% of 190,000 active | inhibition, % at 10 µM | Bead-based flow cytometry, Bim peptide-Mcl-1 binding | Q07820;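 further: 0% = no compound tracer wells and 100% = peptide blocker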
# Bcl-B Bim block – human Bim-Bcl-B interaction inhibition. inhibition, % at 10 µM. AID 951. bead-based flow cytometry, Bim peptide-Bcl-B binding. Q9HD36. 0.073% of 190,000 active;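 further: 0% = tracer peptide without compound and 100% = reference inhibitor peptide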
# Bcl-2 Bim block – inhibitors of Bim-Bcl-2 interaction, human | P10415 | Bead-based flow cytometry, Bim peptide-Bcl-2 binding | inhibition, % at 10 µM | 0.06% of 190,000 active | AID 950; in the data active means inhibition above about 40%; inconclusive means no clear call, values can overlap the other calls;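 further: 0% = no compound wells with probe peptide and 100% = reference peptide inhibitor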
# Target sequence (P10415 whole entry, looked up): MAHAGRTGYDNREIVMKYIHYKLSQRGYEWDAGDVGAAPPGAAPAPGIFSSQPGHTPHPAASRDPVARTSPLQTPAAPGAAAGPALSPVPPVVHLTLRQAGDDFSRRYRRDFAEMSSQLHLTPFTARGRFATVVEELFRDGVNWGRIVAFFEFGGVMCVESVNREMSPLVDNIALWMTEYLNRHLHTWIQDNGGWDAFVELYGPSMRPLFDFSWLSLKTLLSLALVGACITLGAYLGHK
# RGS4-Gao reg – modulates binding of RGS4 to human Galphao; P09471; Multiplexed bead flow cytometry; actives lie on both sides; binding response (% of control), % at 10 µM; 0.33% of 220,000 active; in the data active means binding response below about 49% or above about 150%; inactive means in between;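 further: fluorescent Galphao activated with aluminum fluoride binding bead-coupled RGS4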
# RGS7-Gao reg – regulators of human RGS7-Galphao interaction; P09471; Multiplexed bead flow cytometry, RGS7-Galphao binding; actives lie on both sides; binding response (% of control), % at 10 µM; 0.35% of 220,000 active; in the data active means binding response below about 49% or above about 150%; inconclusive means no clear call, values can overlap the other calls; inactive means in between;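 further: fluorescent Galphao held in activated GDP-AlF4 state binding bead-coupled RGS7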
# Mcl1-Noxa inh – disrupts binding of human Mcl-1 to Noxa peptide; Q07820; TR-FRET Mcl-1/Noxa peptide binding, 2 h; inhibition, % at 21.7 µM; 1.5% of 220,000 active; AID 1022;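 active means compounds that cut the protein-peptide binding signal by more than 50% relative to plate controls in a single-dose test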;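 further: His-tagged Mcl-1 with rhodamine Noxa BH3 peptide and terbium anti-His antibody; 0% = Mcl-1 plus Noxa peptide wells and 100% = peptide-only wells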
# * hit, by the source's call; ? = inconclusive; · = not tested or not shown. Unless noted, no stated cut-off is given here; in the data, active means inhibition above about 40%.
SMILES,Bim-Bcl-W,RGS8-Gao reg,Bim-Bfl-1,Bcl-XL Bim block,Mcl1-Bid inh,Mcl-1 Bim block,Bcl-B Bim block,Bcl-2 Bim block,RGS4-Gao reg,RGS7-Gao reg,Mcl1-Noxa inh
CCc1ccc2c(c1)C(c1ccncc1)=NNC(c1ccccc1)=N2,1,96,-5,-1,-15,0,1,0,97,95,1
Fc1cccc(CCN2C(=S)NC[C@@H]2Cc2ccccc2)c1,0,97,0,4,-25,1,-8,0,100,98,-7
CC(C)OC(=O)N(C)c1ccc(C(O)(C(F)(F)F)C(F)(F)F)cc1,0,103,-1,0,2,-1,0,0,104,100,2
CCN(CC)S(=O)(=O)c1ccc(OC)c(NS(=O)(=O)c2ccc(F)cc2)c1,-2,114,0,-3,-9,0,-4,-6,106,108,14
COC(=O)c1ccc(CSc2nnc(CNC(=O)c3ccccc3F)o2)o1,-1,100,1,-1,-13,2,-1,-2,97,104,14
Cc1ccc(-c2nc(CS(=O)CC(=O)NCCN3CCOCC3)c(C)o2)cc1 (centres undefined),-5,101,-6,-7,1,-3,-8,-6,99,101,-17
CS(=O)(=O)N1CCN(C(=S)NCc2ccc(Cl)cc2)CC1,-4,98,-3,-1,-54,1,-6,-1,103,101,10
C/C(=N\NC(=O)c1cc(Cl)ccc1O)c1ccc(Br)s1,-3,103,-12,-3,16,0,-9,-3,103,102,38
Cn1cc(Cl)nc1C(O)c1ccccc1 (centres undefined),-3,102,-6,-5,-32,-3,-4,-7,104,103,-7
COCCN(C(=O)CC(C)(C)C)c1nnc(-c2cccnc2)s1,-3,101,-2,-4,3,-3,-4,1,102,100,8
O=C(NCc1ccccc1)C(c1cccs1)N(C(=O)c1csnn1)C1CC1 (centres undefined),0,99,-11,-4,-22,-1,-4,-12,99,96,-9
Cc1ccccc1CSCC(=O)NC(=O)NC(C)(C)C,4,99,-13,-11,-24,2,-4,-2,98,97,0
Cc1ccsc1/C=N/Nc1nc2ccccc2[nH]1,-4,106,-9,-9,-108,-7,-11,-4,103,102,-15
CCOC(=O)Cc1csc(NC(=O)c2sc3nc4ccc(CC)cc4cc3c2N)n1,7,110,8,34,91*,5,14,15,133,93,89*
C=C1CCN(C(C(=O)OC)C(C)C)S(=O)(=O)c2ccc(F)cc21 (centres undefined),·,93,·,·,-34,·,·,·,90,?,13
C/C(=N/NC(=O)c1ccc2nc[nH]c2c1)c1cccs1,-8,103,-7,-8,-4,-5,-9,-4,105,101,-7
c1ccc2nc(-c3nc4ccccc4[nH]3)ccc2c1,-1,99,1,-2,31,-2,-3,0,103,100,27
Cc1nc(NC(=O)CSc2nnc(-c3ccccc3)c(-c3ccccc3)n2)c(Cl)cc1Cl,-8,99,-2,-14,9,-9,-18,-7,98,99,-11
COC(=O)c1c(NC(=O)c2ccccc2[N+](=O)[O-])sc2c1CC(C)(C)NC2(C)C,0,108,0,-2,-25,-2,-6,0,102,98,15
CC(C)OC(=O)CSc1nnc(-c2cnccn2)n1Cc1ccco1,-1,100,-2,-1,-14,-3,-3,-1,103,101,-13

# Quoted from the listing:
# Cc1nc(NC(=O)CSc2nnc(-c3ccccc3)c(-c3ccccc3)n2)c(Cl)cc1Cl @ RGS8-Gao reg: 99
# CC(C)OC(=O)N(C)c1ccc(C(O)(C(F)(F)F)C(F)(F)F)cc1 @ Bcl-XL Bim block: 0

# More compounds follow:
SMILES,Bim-Bcl-W,RGS8-Gao reg,Bim-Bfl-1,Bcl-XL Bim block,Mcl1-Bid inh,Mcl-1 Bim block,Bcl-B Bim block,Bcl-2 Bim block,RGS4-Gao reg,RGS7-Gao reg,Mcl1-Noxa inh
Cc1cc(C(=O)CN2C(=O)NC(C)(CC(C)C)C2=O)c(C)n1-c1ccc2c(c1)OCO2 (centres undefined),-6,100,-13,-12,-35,-3,-8,-9,98,97,2
CC(NC(=O)CSc1nc2ccc(N)cc2s1)c1ccccc1 (centres undefined),-1,100,-8,-3,-34,1,-4,-2,102,101,7
[O-]C1=N/[N+](=C/c2ccccc2)CC1,·,98,·,·,-80,·,·,·,105,?,-12
Cc1nn(-c2ccccc2)c(C)c1C(=O)OCC(=O)NC(=O)NC1CCCCC1,-2,100,-1,-2,-9,-3,-3,-3,101,97,2
CN(c1ccc(C(=O)Nc2ccccn2)cc1)S(=O)(=O)c1ccccc1,1,103,-2,0,-16,0,-1,-3,103,?,5
Cc1ccc2oc(=O)c3cnn(CC(=O)N4CCCc5ccccc54)c3c2c1,0,101,-11,-4,5,1,-9,-5,103,102,11
CC(C)n1c(O)c(N=NC(=O)C2COc3ccccc3O2)c2ccccc21 (centres undefined),-3,103,-9,-4,2,-5,-8,-7,99,99,11
C=CCNc1nc(NCc2ccccc2)c(C#N)c2c1CN(C)CC2,-1,116,0,-4,-27,0,-2,-3,109,109,13
COc1ccc(C2C(C(=O)NCc3cccnc3)c3ccccc3C(=O)N2C)cc1OC (centres undefined),2,100,-12,-6,-21,0,-3,-6,96,100,-22
CC(=NCCCn1ccnc1)c1c(C)[nH]n(-c2ccc([N+](=O)[O-])cc2)c1=O,0,102,-2,0,-2,-1,-4,-3,102,102,16
Cc1cc(C)c2c(CN3CCOCC3)cc(=O)oc2c1,·,99,·,·,-11,·,·,·,99,?,-28
Cc1ccc(NC(=O)Cn2cccc2)cc1Cl,5,103,4,-4,-9,0,4,3,104,103,6
CCN1C(=O)c2cccc3c(S(=O)(=O)Nc4ccncc4)ccc1c23,-4,97,0,0,0,-1,-2,-2,101,107,23
O=C(CCCNS(=O)(=O)c1ccccc1)NCc1ccco1,0,95,-8,-8,-22,-3,-5,-3,93,91,0
CNC(=O)/C(C#N)=C/c1ccc(-c2nc3ccccc3s2)o1,·,98,·,·,12,·,·,·,99,?,0
CC(=O)Nc1cccc(-c2csc(NCc3ccco3)n2)c1,0,107,-11,-16,10,-3,-7,-6,108,107,29
CSc1cccc(CN2CCN(Cc3ccc(F)c(F)c3)C(CCO)C2)c1 (centres undefined),0,96,-4,-5,-29,-2,0,-4,95,93,9
Brc1ccc(-c2ccc(/C=N/Nc3nncc(-c4ccccc4)n3)o2)cc1,-1,103,3,3,-35,3,6,8,104,102,10
Nn1c(SCC(=O)Nc2ccc3c(c2)OCO3)nnc1C1CCCCC1,-3,98,1,0,-9,0,-3,-3,100,97,1
Cc1nnc(SCCN2CCOCC2)c2nn(-c3ccccc3F)c(C)c12,0,121,1,-3,-32,-2,-5,-1,110,109,-4

# Brought forward from above: 4 entries, followed by the next part.
SMILES,Bim-Bcl-W,RGS8-Gao reg,Bim-Bfl-1,Bcl-XL Bim block,Mcl1-Bid inh,Mcl-1 Bim block,Bcl-B Bim block,Bcl-2 Bim block,RGS4-Gao reg,RGS7-Gao reg,Mcl1-Noxa inh
CSc1cccc(CN2CCN(Cc3ccc(F)c(F)c3)C(CCO)C2)c1 (centres undefined),0,96,-4,-5,-29,-2,0,-4,95,93,9
Brc1ccc(-c2ccc(/C=N/Nc3nncc(-c4ccccc4)n3)o2)cc1,-1,103,3,3,-35,3,6,8,104,102,10
Nn1c(SCC(=O)Nc2ccc3c(c2)OCO3)nnc1C1CCCCC1,-3,98,1,0,-9,0,-3,-3,100,97,1
Cc1nnc(SCCN2CCOCC2)c2nn(-c3ccccc3F)c(C)c12,0,121,1,-3,-32,-2,-5,-1,110,109,-4
CS(=O)(=O)c1ccc2nc(NC(=O)CCC(=O)c3cccs3)sc2c1,2,102,-7,-7,-12,0,-8,-4,90,96,36
CN1CCN(C(=O)c2cc3c(s2)-c2ccccc2S(=O)(=O)C3)CC1,-1,103,-9,-5,-12,2,-4,-3,106,105,17
CCOc1ccc(C2c3cc(OC)c(OC)cc3CC(=O)N2c2ccccc2)cc1 (centres undefined),2,100,-1,0,-5,0,-2,0,100,103,2
O=C(O)Cc1sc(-c2ccc(C(=O)O)cc2)nc1-c1ccccc1,-1,99,0,0,12,-1,0,0,98,98,15
COCCN1C(=O)C(=O)/C(=C(/O)c2ccc(OC(C)C)cc2)C1c1cccnc1 (centres undefined),2,105,-7,-4,-53,4,2,-1,104,107,7
C=C(C)CSc1nc(N)c2c3c(sc2n1)CCC3,0,92,4,-2,-10,2,0,3,83,86,17
O=[N+]([O-])c1ccc(Cl)cc1CNc1ccc(F)c(F)c1,-7,102,0,-11,-23,-11,-6,0,107,104,15
C/C(=C\C(=O)c1cccnc1)Nc1ccc(O)cc1,0,101,-3,-4,-35,-2,-6,0,99,97,5
CCOC(=O)C(C)Sc1nnc(Cc2cc(=O)[nH]c(=O)[nH]2)n1-c1ccc(OCC)cc1 (centres undefined),-3,97,-13,-6,-34,-1,-4,-7,95,92,-10
CC(C)C(c1nnnn1Cc1ccc2c(c1)OCO2)N1CCN(C)CC1 (centres undefined),-8,96,-5,-5,6,-5,-7,-2,95,95,19
N#CC1=C(N)Oc2n[nH]c(-c3cccs3)c2C1c1ccoc1 (centres undefined),2,100,-15,0,24,-1,-7,-11,101,97,28
Cc1nc([N+](=O)[O-])c(C(=O)OCc2cccc(Br)c2)n1C,-1,104,-4,0,-9,0,-6,-3,105,102,17
COc1ccc(OC)c(-n2c(-c3ccc(O)cc3O)n[nH]c2=S)c1,·,92,·,·,-59,·,·,·,85,?,14
COc1ccc(C(=O)NCC(=O)N2CCCCC2)cc1OC,-1,102,-2,-4,-25,1,-3,0,102,96,1
COc1cccc(OC)c1C(=O)NC(=S)Nc1ccc2c(c1)OCCO2,0,101,-2,-5,-38,0,-6,-1,100,100,16
COc1ccccc1N1CCN(C(=O)CN(Cc2ccccc2)S(C)(=O)=O)CC1,-1,100,-3,-2,-15,-2,0,-2,95,97,1
N#CCCCSc1nnc(-c2ccc(Cl)cc2)n1-c1ccccc1,-7,101,-10,-7,-9,-5,-16,-10,104,103,-3
O=C(NC(=S)NCc1nc2ccccc2[nH]1)c1ccccc1F,-5,102,-6,-4,-36,-3,-10,-3,104,102,15
C=CCN=C(CC)C1=C(O)CCCC1=O,-1,101,-3,-3,-18,-4,-3,-7,100,98,12
O=C(Nc1ccc(-c2nc3cccnc3s2)cc1)c1ccc(Br)o1,1,101,-7,-4,1,3,-5,-9,100,103,-3
CC(C)Oc1ccc(C(=O)NC2CCS(=O)(=O)C2)cc1 (centres undefined),-4,102,-9,-5,2,-2,-8,-7,101,102,32
C=CCn1c(CC(=O)OC)csc1=Nc1ccc(C(C)=O)cc1,1,100,-5,-3,-23,-1,-2,-4,100,98,-6
Cc1cccc(C)c1NC1=NC(C)(C)N=C(N)N1,-3,100,0,-2,-15,-2,-1,-2,96,96,-2
CCOC(=O)CSc1cc(CS(=O)c2ccc(Cl)cc2)nc(-c2ccccc2)n1 (centres undefined),-8,98,-1,-4,7,-6,-1,-8,97,96,-12
CCCCNC(=O)OC(C)CNC(=O)OC (centres undefined),-1,98,-4,-2,-2,0,-1,-2,99,103,8
O=C(CNC(=S)N(CCCN1CCOCC1)Cc1cccs1)N1CCOCC1,-3,102,-15,-5,-40,-3,-9,-4,101,100,14
c1csc(-c2nnc(N3CCCCCC3)c3ccccc23)c1,-3,99,-6,-6,4,-2,-7,-7,100,99,2
C=CCNc1nc(NC(C)(C)CO)nc(OC)n1,-20,118,-15,-13,-49,-21,-13,-20,107,105,3
C=CCN1CN(Cc2ccco2)CNC1=S,-7,102,-11,-7,-43,-4,-9,-7,105,102,1

# Screens deposited in PubChem by several laboratories.
